KCNQ2 inh: KCNQ2 potassium channel inhibitors, primary screen, cell-based, CHO-K1, FluxOR thallium flux, B-score (AID 2156) | Potassium voltage-gated channel subfamily KQT member 2 (Rattus norvegicus), O88943 | 20 min; active compounds read low | B-score at 10 µM | 1.1% of 310,000 active;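 active means fluorescence ratio B-score at most minus 3 library SDs, with starting brightness B-score within 2 library SDs, cut at about -5.5 in these data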
OX1R antag: antagonists of human orexin 1 receptor (OX1R); OX1R-expressing cells, FRET antagonist read-out; inhibition, % at 6.6 µM; 1.8% of 330,000 active; AID 485270, 2010; in the data active means inhibition mostly above about 38%, no sharp cut-off; inactive means mostly below about 40%;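 further: 0% = agonist challenge alone and 100% = reference antagonist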
Target sequence (O43613 whole entry, looked up): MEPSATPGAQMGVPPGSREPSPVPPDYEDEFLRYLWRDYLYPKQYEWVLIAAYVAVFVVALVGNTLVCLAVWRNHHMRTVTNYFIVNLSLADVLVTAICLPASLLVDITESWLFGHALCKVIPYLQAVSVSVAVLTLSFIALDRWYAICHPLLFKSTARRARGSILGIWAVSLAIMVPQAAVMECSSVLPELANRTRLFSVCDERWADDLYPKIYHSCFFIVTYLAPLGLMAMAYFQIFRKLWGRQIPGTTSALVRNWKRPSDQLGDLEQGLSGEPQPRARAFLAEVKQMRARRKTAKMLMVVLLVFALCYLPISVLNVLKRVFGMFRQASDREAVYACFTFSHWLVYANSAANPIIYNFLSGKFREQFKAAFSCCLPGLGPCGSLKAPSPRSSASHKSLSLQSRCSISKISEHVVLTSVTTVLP
STK33 inh: inhibitors of purified STK33 kinase, primary screen, biochemical, ADP-Glo luminescence, homogeneous, cell-free; MBP phosphorylation; Serine/threonine-protein kinase 33 (Homo sapiens), Q9BYT3; AID 2661, 2010; inhibition, % at 10 µM; 0.073% of 320,000 active;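 active means inhibition at or above 25%, using the most active replicate where run in duplicate; inactive means inhibition below 25%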
Target sequence (Q9BYT3 whole entry, looked up): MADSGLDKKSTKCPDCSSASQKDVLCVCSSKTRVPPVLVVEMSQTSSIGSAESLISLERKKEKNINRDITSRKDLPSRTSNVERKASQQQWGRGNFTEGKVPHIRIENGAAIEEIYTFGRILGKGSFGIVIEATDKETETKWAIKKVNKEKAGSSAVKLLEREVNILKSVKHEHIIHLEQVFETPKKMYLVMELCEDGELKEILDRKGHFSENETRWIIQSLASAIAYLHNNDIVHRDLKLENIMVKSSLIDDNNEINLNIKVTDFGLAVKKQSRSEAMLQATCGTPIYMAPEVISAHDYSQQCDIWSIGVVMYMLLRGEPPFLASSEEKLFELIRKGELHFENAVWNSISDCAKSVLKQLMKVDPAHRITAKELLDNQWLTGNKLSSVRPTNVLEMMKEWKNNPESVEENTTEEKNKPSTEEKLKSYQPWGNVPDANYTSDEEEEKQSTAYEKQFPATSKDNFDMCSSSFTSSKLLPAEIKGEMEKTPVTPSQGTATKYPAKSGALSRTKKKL
Numbers without * were called inactive; i = inactive; . = not tested or not shown. No enrichment for hits; 2.7% or so of the library scored in one or more.

KCNQ2 inh	OX1R antag	STK33 inh	Molecule
i	6	0.5	CC(C)=CC(=O)OCC(=O)Nc1cccc([N+](=O)[O-])c1
i	4	0.1	Cc1cc(C)nc(SCCC(=O)N2CCOCC2)n1
i	3	-0.7	CCCCCOc1ccc(N2C(=O)CC(N(O)c3ccccc3)C2=O)cc1 (stereo not given)
i	16	-1.6	CC(NC(=O)c1ccccc1)c1nc2ccccc2n1Cc1ccccc1F (stereo not given)
i	1	-1.9	CC12CN3CC(C)(CN(C1)C3c1ccc(Br)cc1O)C2 (stereo not given)
i	11	-0.6	O=P(COCCOCP(=O)(c1ccccc1)c1ccccc1)(c1ccccc1)c1ccccc1
i	52	2.9	COC(=O)c1sccc1NC(=O)Nc1cccc(OC)c1
i	0	-1.1	COc1cccc(CN2CCC(Oc3ccc(C(=O)NCc4ccccn4)cc3)CC2)c1
.	7	-1.4	O=C(COC(=O)c1n[nH]c(=O)c2ccccc12)Nc1ccccc1F
i	8	-0.9	CNC(=O)N(O)C1N(/N=C/c2cccs2)C(=S)SC1(C)C (stereo not given)
i	12	0.7	C[C@H](N)C(=O)N1CCC(C(=O)N[C@@H](Cc2ccccc2)C(=O)Nc2ccc(F)cc2)CC1
i	1	-1.5	CCC(C)[C@H](NC(=O)NCc1ccco1)C(=O)OC (stereo not given in full)

Continuation:
KCNQ2 inh	OX1R antag	STK33 inh	Molecule
i	-2	0.2	O=C(CN(CC1CCCO1)C(=O)CNS(=O)(=O)c1ccc(Cl)cc1)NCc1ccccc1 (stereo not given)
i	18	-1.1	Cc1ccc(NC(=O)COC(=O)c2ccccc2Nc2ccccc2)cc1
i	7	-1.0	Cn1cccc1Cc1nnc(SCC(=O)Nc2ccc3c(c2)OCO3)n1-c1ccc(F)cc1
.	10	-1.7	Cc1ccc(S(=O)(=O)Nc2cccc(Cl)c2)cc1NC(=O)C1CC1
i	18	-1.3	O=C(NC(Cc1ccccc1)C(=O)NC1CC1)OCc1ccccc1 (stereo not given)
i	10	-0.5	COCCNc1oc(-c2ccco2)nc1S(=O)(=O)c1ccccc1
i	11	-0.8	O=S(=O)(c1ccc(Cl)cc1)N1CCC2(CC1)OCCO2
i	32	-1.9	Cc1ccc(-n2nnnc2SCC(=O)NNC(=O)c2ccc([N+](=O)[O-])cc2)cc1
i	4	-1.6	COc1ccc(N(CC(=O)N2CCCCC2)S(=O)(=O)c2ccccc2)c(OC)c1
.	11	0.7	Cc1ccc(C(=O)OCC(=O)NCC2COc3ccccc3O2)cc1 (stereo not given)
i	0	-1.0	Clc1ccc(OCCN2CCCCC2)c(Cl)c1
i	22	-0.8	CN(C)Cc1c(O)c(Cl)cc2c3c(c(=O)oc12)CCCC3

Other records:
KCNQ2 inh	OX1R antag	STK33 inh	Molecule
.	-2	-1.6	CN(C)S(=O)(=O)c1ccc(N2CCCC2)c(C(=O)NNC(=O)c2ccc(F)cc2)c1
i	31	0.2	CC(C)N(Cc1nc(-c2ccccc2)no1)C(=O)COc1ccccc1
i	22	-2.0	CC(C)c1ccc(-c2nc(N3CCOCC3)[nH]c(=O)c2C#N)cc1
i	6	-0.5	O=C(CCSCc1ccccc1F)NCc1ccc(F)cc1
i	10	-1.5	Cn1c(=NC(=O)c2cccc([N+](=O)[O-])c2)sc2ccccc21
i	7	0.0	CCCN1C(=O)/C(=C/c2ccc(C)s2)NC1=S
i	2	0.4	Cc1cccc(NC(=O)CN2NS(=O)(=O)c3ccccc3C2=O)c1
i	21	.	COc1cc2c(cc1OC)CC(=O)NC=C2
-9.4*	22	-0.3	CCC1C(=NO)C(CC)C(c2ccccc2)NC1c1ccccc1 (stereo not given)
i	45	-1.3	COC(=O)c1cc(CNC(=O)c2cccc(Cl)c2)ccc1OC
i	14	0.2	O=C(CCN1CCN(Cc2ccccc2)CC1)Nc1ccccc1Cl
i	22	9.6	COc1ccc(CNC(=O)C2CCCN(S(=O)(=O)c3ccc(F)cc3)C2)cc1 (stereo not given)

Other structures
KCNQ2 inh	OX1R antag	STK33 inh	Molecule
i	27	0.4	O=[n+]1c2c(n([O-])c3cc(Cl)ccc31)CCCC2
i	9	-0.9	CCOc1ccc(NC(=O)CC2C(=O)N(c3ccc(OC)c(Cl)c3)C(=S)N2C2CC2)cc1 (stereo not given)
i	8	-0.3	Cc1ccc(CNCc2cccnc2)cc1
i	21	-0.8	C=CCN(CC=C)CCOc1ccccc1F
i	-4	0.5	CCOC(=O)CN1C(=O)S/C(=C/c2ccc(OCc3ccc(C(=O)O)cc3)cc2)C1=O
i	8	2.2	CCc1ccc2nc(NC(=O)c3ccc4c(=O)[nH]c(CN5CCOCC5)nc4c3)sc2c1
i	17	0.8	COc1ccc(-c2nc(CCNC(=O)c3ccco3)cs2)cc1OC
i	21	-0.5	COc1ccccc1/C=N/NC(=O)c1cccc(NC(=O)c2ccccc2C)c1
i	11	-0.4	CCOc1ccc(CCNC(=O)c2c(C)nn(-c3ccccc3)c2Cl)cc1OCC
i	5	-0.3	Oc1ccc(C(=S)N2CCCCCC2)cc1
i	6	0.9	CCOC(=O)c1csc(N/N=C2\CCCc3ccccc32)n1
i	16	-0.6	O=C(NCC1(O)CCCCC1)C1CCC(=O)N(CCc2ccccc2)C1 (stereo not given)

Remaining list, next part.
KCNQ2 inh	OX1R antag	STK33 inh	Molecule
i	28	3.7	COCCNC(=O)/C(C#N)=C/c1cn(CC(=O)NCc2ccco2)c2ccccc12
.	25	0.1	Oc1ccc(Cl)cc1CNCc1ccc(F)cc1
i	11	0.7	CC(C)(C)CC(=O)Nc1ccc(S(=O)(=O)N2CCCC2)cc1
i	14	-1.2	COc1cccc(C(=O)Nc2ccccc2F)c1
i	17	0.3	COc1ccc(Cl)cc1CN1CCOCC1
i	14	0.4	O=C(COC(=O)c1cc(=O)[nH]c(=O)[nH]1)Nc1cccc(S(=O)(=O)N2CCCCC2)c1
.	19	14	CC(C)n1cnc2c(NCc3ccccc3)cc(OCC3CCN(C)CC3)cc21
i	5	-1.3	O=C(OCC#CCSc1nnc(-c2ccc(Br)cc2)o1)c1ccco1
.	-1	-1.0	CC(C)c1cccc(C(C)C)c1NC(=O)CN(C)C1CCS(=O)(=O)C1 (stereo not given)
i	13	-0.2	O=C(CCNC(=O)C1CCN(S(=O)(=O)c2ccccc2)CC1)NCCc1ccc(Cl)cc1
i	13	3.5	CCS(=O)(=O)Nc1c(C(=O)O)[nH]c2ccccc12
i	14	0.3	CCOC(=O)c1ccccc1NC(=O)CC(C)CC(=O)O (stereo not given)

Part of the list above, reformatted:
O=C(OCC#CCSc1nnc(-c2ccc(Br)cc2)o1)c1ccco1
  KCNQ2 inh = i	OX1R antag = 5	STK33 inh = -1.3

CC(C)(C)CC(=O)Nc1ccc(S(=O)(=O)N2CCCC2)cc1
  KCNQ2 inh = i	OX1R antag = 11	STK33 inh = 0.7

CCS(=O)(=O)Nc1c(C(=O)O)[nH]c2ccccc12
  KCNQ2 inh = i	OX1R antag = 13	STK33 inh = 3.5

Next section.
KCNQ2 inh	OX1R antag	STK33 inh	Molecule
i	22	-2.2	COc1cccc(-n2c(=O)c3ccccc3n3c(=S)[nH]nc23)c1
i	11	-0.5	COC(=O)C1=C(N)Oc2cc(C)[nH]c(=O)c2C1c1ccncc1 (stereo not given)
.	7	-1.3	O=C(C[C@H]1C/C=C\CC[C@H](Cc2ccc(F)cc2)C(=O)OCCNC1=O)NCCO
i	30	-1.8	O=[N+]([O-])c1cccc(-c2nnc(C34CC5CC(CC(C5)C3)C4)o2)c1
i	16	0.5	CCCCOC(=O)N1CCOCCOCCN(C(=O)OCCCC)CCOCCOCC1
i	32	0.9	CO/N=C/c1ccc(Sc2ccccc2N)c([N+](=O)[O-])c1
i	15	-1.9	CC1(c2nnc(Cc3ccccc3)o2)CC(c2cccnc2)=NO1 (stereo not given)
i	15	-1.7	CCc1ccc(Nc2ncc3c(n2)CC(C)CC3=O)cc1 (stereo not given)
i	18	-0.6	Cc1cccc(NC(=O)COc2cccc3c2CCN(C)C3=O)c1C
.	4	0.2	Oc1ccc(C2CNCc3sccc32)cc1O (stereo not given)
i	7	-0.9	Cc1ccc(S(=O)(=O)Nc2ccc(N3CCOCC3)cc2)cc1
i	22	0.6	NC(=O)CSc1nc(-c2ccccc2)nc2ccccc12

More results follow.
KCNQ2 inh	OX1R antag	STK33 inh	Molecule
i	7	0.1	CCOC(=O)C1CCN(S(=O)(=O)c2ccc3c(c2)CCN3C(C)=O)CC1
i	25	0.4	CCCCCn1c(=NC(=O)c2cccnc2)c(C#N)cc2c(=O)n3cccc(C)c3nc21
i	11	-0.3	O=C1C(Cl)=C(NCCCN2CCOCC2)C(=O)N1CCc1ccccc1
.	4	0.2	Cc1ccc(S(=O)(=O)N2CCN(C(=O)COC(=O)c3ccc(Cl)nc3)CC2)c(C)c1
i	6	0.0	CCN(CC)c1ccc(/C=N/n2c(C)cc(C)cc2=O)cc1
i	16	-0.2	Cc1ccc(NC(=O)c2cc3c(s2)CCC3)cc1S(=O)(=O)N1CCOCC1
i	11	-0.8	CCc1ccccc1NC(=O)c1ccc(S(=O)(=O)N2CCCC2)cc1
i	.	3.6	O=C(N/N=C/c1ccccn1)c1cc(Br)ccc1O
i	23	0.0	COc1ccccc1Nc1ncnc2c1cnn2-c1cccc(C)c1
i	12	1.1	CC(C)OCCCNC(=O)Nc1cccc2ccccc12
i	22	-0.6	O=C(N/C(=C/c1cccc([N+](=O)[O-])c1)C(=O)N1CCCCCC1)c1cccs1
i	13	-0.6	Cc1cccc(/N=C/c2ccccn2)n1

Quoted at random: 3 compounds from above, in no set order.
KCNQ2 inh	OX1R antag	STK33 inh	Molecule
i	6	0.0	CCN(CC)c1ccc(/C=N/n2c(C)cc(C)cc2=O)cc1
i	7	0.1	CCOC(=O)C1CCN(S(=O)(=O)c2ccc3c(c2)CCN3C(C)=O)CC1
i	23	0.0	COc1ccccc1Nc1ncnc2c1cnn2-c1cccc(C)c1

(cont.)
KCNQ2 inh	OX1R antag	STK33 inh	Molecule
i	4	-0.8	CCCCOc1ccc(C(=O)Oc2cc(C)[nH]c(=O)c2[N+](=O)[O-])cc1
i	9	0.2	Cc1cc(C(=O)NP(=O)(N2CCOCC2)N2CCOCC2)c(C)n1-c1ccc(Br)cc1
i	37	1.0	COc1cc2c(cc1OC)CN(C(=S)Nc1ccccc1Cl)CC2
i	6	-1.3	CC(=O)Nc1nc2ccccc2[nH]1
i	32	-0.7	Cc1ccc(NC(=O)CCSc2nnc3ccccn23)cc1
i	16	-1.8	COc1ccc(-c2oc3ccc(N4CCOCC4)cc3c2C#CC2(O)CCCCC2)cc1
i	12	-1.4	N#CCC(=O)N/N=C/c1ccccc1Cl
i	4	-1.4	CC(C)c1nnc(SCC(=O)N2CCc3ccccc32)n1N
i	7	-0.2	COc1ccc(N2CCN(C(=O)CCc3ccc(S(=O)(=O)NCC(C)C)cc3)CC2)cc1
i	11	2.5	CC(NC(=O)c1cccs1)C(c1cccs1)N1CCN(Cc2ccccc2)CC1 (stereo not given)
i	15	-0.4	c1coc(-c2cc(C3CCNCC3)[nH]n2)c1
i	55	-16	COC(=O)C1=C(CN2CCc3ccccc32)NC(=O)NC1c1cc(C)ccc1C (stereo not given)

Next results
KCNQ2 inh	OX1R antag	STK33 inh	Molecule
i	42	0.0	O=C(NC1CCCCC1)C(c1ccco1)N(C(=O)c1csnn1)c1cccc(F)c1 (stereo not given)
.	15	-0.8	C[C@H](NC(=O)c1cccc([N+](=O)[O-])c1)C(=O)OCC(=O)c1ccccc1Br
i	9	-1.6	COC(=O)C1=C(C)N(C)C(=O)NC1c1cc(Cl)cc(Cl)c1OC (stereo not given)
i	6	-2.4	CC(C)(C)C1=CC(O)(c2ccccc2)C=C(C(C)(C)C)C1=O
i	18	-0.7	Cc1cccc(OCC(=O)NCCNC(=O)c2ccncc2)c1
i	27	-0.7	COc1ccc(N(CC(=O)Nc2ccc(F)c(Cl)c2)S(=O)(=O)c2c(C)noc2C)cc1
i	7	.	CC1=NN(C(=O)Cc2ccccc2)C(O)(c2ccccc2)C1 (stereo not given)
i	7	-1.6	O=C(CCl)c1cc2c3c(c1)CC(=O)N3CCC2
i	8	0.8	Cc1noc(C)c1S(=O)(=O)N(CC(=O)NCc1ccc2c(c1)OCO2)c1ccc(C(C)C)cc1
.	3	-0.6	C=CCC[C@H](Cc1ccc(F)cc1)C(=O)OC[C@@H](Cc1c[nH]c2ccccc12)NC(=O)[C@H](CC=C)CC(=O)N[C@H](CO)Cc1ccccc1
i	11	-0.5	CCOC(=O)c1c(C)c(C(=O)NCCCOC)c(C)n1C
i	30	-0.6	O=C(NNc1ccccc1Cl)C(O)(c1cccc(C(F)(F)F)c1)c1cccc(C(F)(F)F)c1

Just OX1R antag, for 3 of the compounds above:
SMILES,OX1R antag
CC1=NN(C(=O)Cc2ccccc2)C(O)(c2ccccc2)C1 (stereo not given),7
O=C(NNc1ccccc1Cl)C(O)(c1cccc(C(F)(F)F)c1)c1cccc(C(F)(F)F)c1,30
CO/N=C/c1ccc(Sc2ccccc2N)c([N+](=O)[O-])c1,32

The results go on:
KCNQ2 inh	OX1R antag	STK33 inh	Molecule
-6.2*	19	-2.0	CCN=C(NCC)SC1CC(=O)N(c2cccc(OCC)c2)C1=O (stereo not given)
i	2	1.2	COc1ccc(NC(=O)C2CC(=O)N(Cc3ccc(C)cc3)C2)cc1S(=O)(=O)N1CCCCC1 (stereo not given)
i	-2	-1.7	O=C(NCc1ccccc1Cl)C1CCC(=O)N(CCCN2CCCC2=O)C1 (stereo not given)
i	15	-1.2	CCCCSc1n[nH]c(N)n1
i	37	-0.9	Cc1nc(-c2ccc(Cl)cc2)sc1C1(C)CC(c2ccncc2)=NO1 (stereo not given)
i	24	-0.2	CC1(NC(=O)c2cc(-c3cccs3)nn2-c2ccccc2)CCS(=O)(=O)C1 (stereo not given)
